High-throughput results deposited in PubChem BioAssay by NCI.
NCI-60 one-dose screen, 48 h, at 10 µM unless noted. Numbers give growth in % (100 = growth as untreated, 0 = no growth, -100 = all killed).
CCRF-CEM = CCRF-CEM leukemia | 77,000 compounds, 7% hits | AID 1794778
EKVX = EKVX NSCLC; 71,000 compounds, 3% hits; AID 1794765
M14 = M14 melanoma; 80,000 compounds, 6.2% hits
A549/ATCC = A549/ATCC NSCLC; 81,000 compounds, 3.7% hits; AID 1794740
LOX IMVI = LOX IMVI melanoma; AID 1794757; 79,000 compounds, 7.4% hits
SK-MEL-5 = SK-MEL-5 melanoma. 80,000 compounds, 6.4% hits
HOP-62 = HOP-62 NSCLC | 80,000 compounds, 3.9% hits
HOP-92 = HOP-92 NSCLC cells; 71,000 compounds, 6.3% hits; AID 1794738
* hit, by the source's call; · = no result given. The calls were made as follows: active = growth percent below 10; inactive = the rest.

entry	mol	CCRF-CEM	EKVX	M14	A549/ATCC
1	O=c1[nH]c2ccccc2c(=O)n1-c1ccc(-c2nc3ccccc3[nH]2)cc1	107	85	91	93
2	O=C(O)c1ccc2c(c1O)C(=O)c1ccccc1C2=O	93	92	94	99
3	Nc1ccc2c(=O)[nH][nH]c(=O)c2c1	102	125	99	102
4	Cc1ccc(NC2=C(Cl)C(=O)c3nc(C)ccc3C2=O)c(C)c1	1.2*	49	-58*	47
5	CCOC(=O)C(=Cn1c(=S)[nH]c2ccc([N+](=O)[O-])cc21)C(=O)OCC	101	93	103	101
6	CCOC(=O)/C=C(/OC(=O)c1ccc(OC)cc1)c1ccccc1	75	103	118	88
7	N#Cc1c(-c2cccc([N+](=O)[O-])c2)cc(-c2ccc3ccccc3c2)nc1N	78	62	97	86
8	Cc1ccc(-c2nc(C#N)c(S(=O)(=O)n3ncnc3N)o2)cc1	24	102	92	94

entry	LOX IMVI	SK-MEL-5	HOP-62	HOP-92
1	98	90	100	105
2	92	98	106	70
3	103	104	110	101
4	-29*	-50*	47	85
5	97	94	93	103
6	97	100	95	75
7	·	82	89	87
8	84	101	96	105

Later entries.
entry	mol	CCRF-CEM	EKVX	M14	A549/ATCC
9	Nc1c(C(=O)Nc2cccc3ccccc23)sc2nc3c(cc12)CCCCCC3	11	42	3.0*	20
10	Cc1cccc(C)c1NC(=O)N=Nc1c(O)[nH]c2ccccc12	75	94	87	92
11	O=C(C[C@]1(O)C(=O)Nc2ccc(Br)cc21)c1ccccc1	93	105	97	105
12	COc1ccc2nc3cc(Cl)ccc3c(NCCNCC(C)O)c2c1 (stereo not drawn)	19	38	43	-3.7*
13	Cc1nn(-c2ccc(F)cc2)c2ncnc(Nc3ccc(F)cc3)c12	108	97	99	97
14	COc1cccc(/C=N/NC(=O)COc2cc(=O)[nH]c3cc(C)ccc23)c1	101	98	99	104
15	COc1ccc2c(c1)CCNC21C(=O)Nc2ccc(Cl)cc21 (stereo not drawn)	104	94	101	97
16	O=C(COc1ccc(-c2nc3ccccc3c(=O)[nH]2)cc1)N/N=C/c1ccccc1	98	100	101	96

entry	LOX IMVI	SK-MEL-5	HOP-62	HOP-92
9	49	46	39	53
10	96	96	96	75
11	92	95	91	79
12	14	81	19	·
13	101	104	114	96
14	97	101	93	79
15	96	101	87	95
16	·	99	96	106

Reformatted in transposed form: 14 of the compounds above
1: O=c1[nH]c2ccccc2c(=O)n1-c1ccc(-c2nc3ccccc3[nH]2)cc1
2: O=C(O)c1ccc2c(c1O)C(=O)c1ccccc1C2=O
3: Nc1ccc2c(=O)[nH][nH]c(=O)c2c1
4: Cc1ccc(NC2=C(Cl)C(=O)c3nc(C)ccc3C2=O)c(C)c1
5: CCOC(=O)C(=Cn1c(=S)[nH]c2ccc([N+](=O)[O-])cc21)C(=O)OCC
6: CCOC(=O)/C=C(/OC(=O)c1ccc(OC)cc1)c1ccccc1
7: N#Cc1c(-c2cccc([N+](=O)[O-])c2)cc(-c2ccc3ccccc3c2)nc1N
8: Cc1ccc(-c2nc(C#N)c(S(=O)(=O)n3ncnc3N)o2)cc1
9: Nc1c(C(=O)Nc2cccc3ccccc23)sc2nc3c(cc12)CCCCCC3
10: Cc1cccc(C)c1NC(=O)N=Nc1c(O)[nH]c2ccccc12

| Compound | 1 | 2 | 3 | 4 | 5 | 6 | 7 | 8 | 9 | 10 |
| --- | --- | --- | --- | --- | --- | --- | --- | --- | --- | --- |
| CCRF-CEM | 107 | 93 | 102 | 1.2* | 101 | 75 | 78 | 24 | 11 | 75 |
| EKVX | 85 | 92 | 125 | 49 | 93 | 103 | 62 | 102 | 42 | 94 |
| M14 | 91 | 94 | 99 | -58* | 103 | 118 | 97 | 92 | 3.0* | 87 |
| A549/ATCC | 93 | 99 | 102 | 47 | 101 | 88 | 86 | 94 | 20 | 92 |
| LOX IMVI | 98 | 92 | 103 | -29* | 97 | 97 | · | 84 | 49 | 96 |
| SK-MEL-5 | 90 | 98 | 104 | -50* | 94 | 100 | 82 | 101 | 46 | 96 |
| HOP-62 | 100 | 106 | 110 | 47 | 93 | 95 | 89 | 96 | 39 | 96 |
| HOP-92 | 105 | 70 | 101 | 85 | 103 | 75 | 87 | 105 | 53 | 75 |

11: O=C(C[C@]1(O)C(=O)Nc2ccc(Br)cc21)c1ccccc1
12: COc1ccc2nc3cc(Cl)ccc3c(NCCNCC(C)O)c2c1 (stereo not drawn)
13: Cc1nn(-c2ccc(F)cc2)c2ncnc(Nc3ccc(F)cc3)c12
14: COc1cccc(/C=N/NC(=O)COc2cc(=O)[nH]c3cc(C)ccc23)c1

| Compound | 11 | 12 | 13 | 14 |
| --- | --- | --- | --- | --- |
| CCRF-CEM | 93 | 19 | 108 | 101 |
| EKVX | 105 | 38 | 97 | 98 |
| M14 | 97 | 43 | 99 | 99 |
| A549/ATCC | 105 | -3.7* | 97 | 104 |
| LOX IMVI | 92 | 14 | 101 | 97 |
| SK-MEL-5 | 95 | 81 | 104 | 101 |
| HOP-62 | 91 | 19 | 114 | 93 |
| HOP-92 | 79 | · | 96 | 79 |

Following part.
entry	mol	CCRF-CEM	EKVX	M14	A549/ATCC
17	COC(=O)[C@]1(C)N[C@H](c2cn(-c3ccccc3)nc2C)[C@@H]2C(=O)N(c3ccccc3)C(=O)[C@@H]21	·	109	101	108
18	Cc1nc(Nc2ccc(Cl)cc2)c2ccccc2n1	98	90	·	102
19	COc1cc2c(cc1N)-c1ccc(N)cc1C2=O	85	85	113	83
20	COc1ccc(C2=NNC3(C2)C(=O)Nc2ccccc23)cc1 (stereo not drawn)	103	·	87	101
21	O=C(Cn1c(-c2cncs2)nc2ccccc21)Nc1ccc(F)c(Cl)c1	92	·	106	86
22	C/C(CC(C)C)=C(/C)C1CC1CCNS(=O)(=O)c1ccc(C)cc1 (stereo not drawn)	97	92	100	88
23	COc1cc(N)c2c(c1N)C(=O)c1ccccc1C2=O	80	91	84	81
24	COc1cc(C2c3cccn3-c3ccccc3N2C(C)=O)cc(OC)c1OC (stereo not drawn)	42	93	99	102

entry	LOX IMVI	SK-MEL-5	HOP-62	HOP-92
17	95	101	111	·
18	101	·	106	108
19	100	95	103	94
20	102	97	93	95
21	89	95	93	·
22	97	96	110	·
23	51	98	95	·
24	96	98	106	·

The results go on:
entry	mol	CCRF-CEM	EKVX	M14	A549/ATCC
25	Cc1c2ncccc2nc2[nH]c3ccc(OCCN(C)C)cc3c12	6.4*	49	19	5.3*
26	Cn1c(=O)c(S(=O)(=O)c2ccccc2)cc2ccc3c(cnn3-c3ccc(Cl)cc3)c21	96	·	84	65
27	O=C(Cn1cc(CO)nn1)Nc1nc2ccccc2s1	103	94	95	97
28	COc1ccc([C@@H]2COc3cc(O)ccc3C2)c(O)c1	75	93	97	86
29	O=c1[nH]n(-c2ccc([N+](=O)[O-])cc2[N+](=O)[O-])c(=O)c2ccccc12	99	93	99	95
30	Clc1ccccc1/C=C/c1ccccn1	102	87	99	105
31	Nc1cc(=O)[nH]c2ncnn12	55	95	102	101
32	CCSc1nc(-c2ccco2)n2nc(-c3ccco3)cc2n1	87	76	121	·

entry	LOX IMVI	SK-MEL-5	HOP-62	HOP-92
25	18	47	29	30
26	79	85	87	40
27	95	102	101	106
28	99	96	92	88
29	87	98	103	96
30	93	96	99	77
31	108	114	104	113
32	88	78	100	90

Additional records:
entry	mol	CCRF-CEM	EKVX	M14	A549/ATCC
33	Cc1ccc(S(=O)(=O)Nc2ccc3c(c2)C(=O)c2ccccc2-3)cc1	·	·	104	103
34	CC12CC3(C)CC(C)(C1)CC(C(Cl)C(=O)O)(C2)C3 (stereo not drawn)	95	·	99	97
35	CCOC(=O)/C(=C\c1ccc(N(C)C)cc1)C(C)=O	116	93	101	105
36	C=C(C)[C@@H]1CC[C@]2(C(=O)O)CC[C@]3(C)[C@H](CC[C@@H]4[C@@]5(C)C[C@@H](CC#Cc6ccc(N)cc6)[C@H](O)C(C)(C)[C@@H]5CC[C@]43C)[C@@H]12	95	92	94	95
37	CCOC(=O)C1=C(C)NC(=O)NC1c1cc(OC)c(OC)c(OC)c1 (stereo not drawn)	·	·	111	·
38	COc1ccc(N2CCN(C(CNC(=O)CC(C)(C)C)c3ccc4c(c3)OCO4)CC2)cc1 (stereo not drawn)	92	·	100	102
39	CNC1=CC(=O)c2c(C(=O)OC)c(C)[n+]([O-])c(C)c2C1=O	82	84	24	55
40	c1ccc(-c2cn3ccnc3c(-c3ccccc3)n2)cc1	98	·	105	95

entry	LOX IMVI	SK-MEL-5	HOP-62	HOP-92
33	97	99	92	92
34	97	95	87	95
35	96	95	109	95
36	86	97	91	99
37	102	100	103	96
38	98	105	99	105
39	34	-48*	98	106
40	97	92	96	82

(cont.)
entry	mol	CCRF-CEM	EKVX	M14	A549/ATCC
41	COc1ccc(C(C)=O)cc1S(=O)(=O)Nc1cccnc1	115	99	95	99
42	O=[N+]([O-])c1ccc(N/N=C(\C(=N/Nc2ccc([N+](=O)[O-])cc2[N+](=O)[O-])c2ccccc2)c2ccccc2)c([N+](=O)[O-])c1	58	108	100	51
43	N#C/C(=C1\NC(=O)CS1)c1nc2ccccc2s1	86	·	93	103
44	Nc1cc2c(cc1Br)-c1cc(Cl)ccc1C2=O	98	87	105	97
45	Nc1ncnc2c1c(-c1ccc(Oc3ccccc3)cc1)nn2C[C@@H]1SSC[C@H]1O	33	33	-14*	21
46	O=C(NNc1nc2cc(Cl)ccc2n2cccc12)c1cnccn1	20	47	41	49
47	FC(F)(F)c1cc2c(Cl)ncnc2n1CCC1CCOCC1	-15*	77	-84*	98
48	Clc1ccc(-c2ncc(-c3ccccc3)o2)cc1	96	80	107	102

entry	LOX IMVI	SK-MEL-5	HOP-62	HOP-92
41	103	98	81	80
42	98	94	89	92
43	89	93	97	96
44	102	91	99	88
45	11	-60*	38	-6.9*
46	32	60	31	82
47	-97*	-84*	6.1*	72
48	96	96	88	88

The list goes on.
entry	mol	CCRF-CEM	EKVX	M14	A549/ATCC
49	CCOC(=O)c1nc2cc(Cl)cnc2nc1NCc1ccc(OC)cc1	93	107	104	106
50	Cc1cc(CSC(=N)N)c(CSC(=N)N)cc1C	127	121	105	90
51	C/C(=N\NC(=S)Nc1cc(C)ccc1Cl)c1cc2ccccc2oc1=O	91	99	94	108
52	COc1ccccc1Cn1cc(C#N)c(N)c1C(C)=O	99	103	102	102
53	CCOC(=O)c1c2c(n3ccc(NC(=O)OC(C)(C)C)cc13)C(=O)c1ncccc1C2=O	·	-40*	-56*	-57*
54	CC(C)c1cc(C(C)C)c(S(=O)(=O)n2cc(C=O)c3ccccc32)c(C(C)C)c1	90	107	87	102
55	O=c1ccccc(-c2ccc(Br)cc2)c1O	3.3*	6.9*	-11*	11
56	Nc1nc(N)c2c(n1)NC(c1sc(Cl)nc1Cl)CC(c1ccc3c(c1)OCO3)=N2 (stereo not drawn)	11	·	18	36

entry	LOX IMVI	SK-MEL-5	HOP-62	HOP-92
49	101	103	115	78
50	95	100	99	80
51	98	97	96	92
52	102	101	103	116
53	-69*	-96*	-77*	-10*
54	96	96	94	54
55	4.5*	·	11	58
56	40	11	34	56

New compounds follow.
entry	mol	CCRF-CEM	EKVX	M14	A549/ATCC
57	COCCNC(C(=O)c1ccccc1)c1ccccc1 (stereo not drawn)	101	99	100	100
58	COc1cccc2cc3c(nc12)CC(c1ccccc1)CC3=O (stereo not drawn)	113	118	110	102
59	O=C(NNc1ccc(Cl)cc1)c1ccc(Cc2n[nH]c(=O)c3cccnc23)cc1	·	83	98	103
60	Cc1ccc(/C=C2\CN(Cc3cn(CCNc4ccnc5cc(Cl)ccc45)nn3)C/C(=C\c3ccc(C)cc3)C2=O)cc1	12	·	-42*	-17*
61	CC(=O)OCCCCN1C=C/C(=C\C(=O)n2ccc3ccccc32)c2ccccc21	102	75	101	113
62	CCOC(=O)/C(=C\c1ccc2ccccc2c1)P(=O)(OCC)OCC	-37*	71	32	56
63	C=Cc1cc[n+](CCCCCCCCCCCC)cc1	88	105	102	103
64	Cn1c([N+](=O)[O-])cnc1/C=C1\Oc2ccc(Br)cc2C1=O	5.4*	·	-35*	-25*
65	CN(C)Cc1ccccc1[N+](=O)[O-]	101	·	108	99

entry	LOX IMVI	SK-MEL-5	HOP-62	HOP-92
57	103	97	100	86
58	106	102	102	118
59	97	97	102	99
60	-83*	-91*	-65*	-43*
61	100	100	108	98
62	-56*	44	41	41
63	100	104	111	134
64	-52*	-89*	-24*	-32*
65	94	101	100	·

No enrichment for hits; any-hit rate near 12%.
